Assay outcomes (PubChem)
GLS inh – qHTS for Inhibitors of Glutaminase (GLS). Glutaminase kidney isoform, mitochondrial (Homo sapiens), O94925. GLS enzymatic activity, qHTS titration. Potency, µM (top dose mostly 45.5 µM), without a hit: top-dose activity change, negative = inhibition, actives largely listed as inhibitors. 410,000 tested, 0.21% active; note: % is set by controls: 0 for no effect and ±100 for the full control effect
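hKGA; 45 mM KH2PO4 pH 8.2 + 0.02% Tween-20; cpd via pin tool; 1 mM Gln soln; GluOx/HRP/Amplex Red; RT 30 min; fluor. t0 & final.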
BAZ2B inh – qHTS Assay for Inhibitors of BAZ2B | Bromodomain adjacent to zinc finger domain protein 2B (Homo sapiens), Q9UIF8 | AlphaScreen BAZ2B-H3K14Ac peptide displacement | Potency, µM (titrated, usually from 114 µM), without a hit: at the highest dose activity change, negative = inhibition, most hits filed as inhibitors | 360,000 tested, 4.4% active | AID 504333, 2011; note: % is set by controls: 0 for no effect and ±100 for the full control effect; nearly all actives have a fitted effect of over 60% in size
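AlphaScreen displacement of biotin-H3(5-23)K14Ac peptide (50 nM final) from BAZ2B (50 nM final) in PBS pH 7.4, 0.01% Tween-20; complex preformed 30 min RT, then compounds (top 110 uM) 30 min RT, beads 20 min dark.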
HP1b binding inh – HTS for Inhibitors of HP1-beta Chromodomain Interactions with Methylated Histone Tails; AID 540317, 2011; Chromobox protein homolog 1 (Homo sapiens), P83916; AlphaScreen HP1-beta / biotin-H3K9me3 peptide binding; 390,000 tested, 0.56% active; Potency, µM (top dose mostly 114 µM), for inactives: top-dose activity change, negative = inhibition, actives largely listed as inhibitors; note: nearly all actives have a fitted effect of over 70% in size; inactives centre near 23
Target sequence (P83916 whole entry, looked up): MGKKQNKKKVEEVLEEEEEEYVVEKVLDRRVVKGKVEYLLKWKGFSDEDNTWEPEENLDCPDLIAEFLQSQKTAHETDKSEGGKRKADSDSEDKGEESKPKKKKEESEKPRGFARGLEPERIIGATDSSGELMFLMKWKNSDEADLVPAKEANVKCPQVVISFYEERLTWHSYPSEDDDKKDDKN
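HP1-beta protein (50 nM final) preincubated 30 min at room temperature with biotinylated H3(1-18)K9me3 peptide (50 nM) in PBS pH 7.4, 0.01% Tween-20, then compound added for 30 min. AlphaScreen streptavidin donor/nickel chelate acceptor beads (10 ug/mL final), 30 min dark, luminescence read.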
Pin1 inhibitor – qHTS Assay to Find Inhibitors of Pin1; Pin1 FP peptide displacement, HiFluor488, 10 min; Potency, µM (titrated, usually from 115 µM), for inactives: top-dose activity, negative = inhibition, most hits filed as inhibitors; AID 504891, 2011; 390,000 tested, 0.009% active; active = well fitted inhibition curve with a large enough effect in the polarisation, with a control signal flat, not every such curve was filed as active; inconclusive = small, poorly fitted or top-dose-only effect, or effect the other way, or a change in a side signal; inactive = no such curve, though single readings can be large or run the other way; the % refers to the polarisation; note: % is set by controls: 0 for no effect and ±100 for the full control effect
Target sequence (Q13526 whole entry, looked up): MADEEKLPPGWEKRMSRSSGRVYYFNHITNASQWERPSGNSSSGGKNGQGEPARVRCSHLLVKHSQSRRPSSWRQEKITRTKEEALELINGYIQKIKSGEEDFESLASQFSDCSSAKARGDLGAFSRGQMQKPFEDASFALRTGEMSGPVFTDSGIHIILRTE
Tb PGK inh – qHTS Assay to Find Inhibitors of Phosphoglycerate Kinase | 380,000 tested, 0.043% active | PGK/GAPDH coupled, Kinase-Glo luminescence, 60 min | Potency, µM (titrated, usually from 57.5 µM), inactives show at the top dose activity change, negative = inhibition, actives largely listed as inhibitors | AID 602233, 2012 | Phosphoglycerate kinase, glycosomal (Trypanosoma brucei brucei), P07378; note: % is set by controls: 0 for no effect and ±100 for the full control effect; nearly all actives have a fitted effect of over 60% in size
Target sequence (P07378 whole entry, looked up): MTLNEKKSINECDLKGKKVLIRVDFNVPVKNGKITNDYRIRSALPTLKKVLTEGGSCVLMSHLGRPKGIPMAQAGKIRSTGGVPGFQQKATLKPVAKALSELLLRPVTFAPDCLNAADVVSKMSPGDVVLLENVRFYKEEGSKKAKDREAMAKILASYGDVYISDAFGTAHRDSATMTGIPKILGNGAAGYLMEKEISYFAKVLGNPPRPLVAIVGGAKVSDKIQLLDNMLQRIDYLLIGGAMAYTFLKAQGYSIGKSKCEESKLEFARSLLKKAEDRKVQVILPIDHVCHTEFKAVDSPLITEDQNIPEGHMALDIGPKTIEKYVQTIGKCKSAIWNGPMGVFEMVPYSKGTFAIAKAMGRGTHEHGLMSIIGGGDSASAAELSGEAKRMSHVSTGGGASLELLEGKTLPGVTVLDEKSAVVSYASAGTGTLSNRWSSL
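Recombinant glycosomal PGK reaction used 1,3-bisphosphoglycerate generated in-well by GAPDH (100nM final) in 100mM TEA pH 7.6, 5mM MgCl2, 0.01% Tween-20. After 60 minutes at room temperature, ATP was read by Kinase-Glo Plus luminescence end-point.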
G9a block – qHTS Assay for Inhibitors of Histone Lysine Methyltransferase G9a | G9a H3K9 monomethylation, AlphaScreen, 2 h | Histone-lysine N-methyltransferase EHMT2 (Homo sapiens), Q96KQ7 | 350,000 tested, 8.8% active | Potency, µM (top dose mostly 102 µM), inactives show at the highest dose activity, negative = inhibition, usual class: inhibitors; note: % is set by controls: 0 for no effect and ±100 for the full control effect; nearly all actives have a fitted effect of over 75% in size
Target sequence (Q96KQ7 913-1193 limits assumed): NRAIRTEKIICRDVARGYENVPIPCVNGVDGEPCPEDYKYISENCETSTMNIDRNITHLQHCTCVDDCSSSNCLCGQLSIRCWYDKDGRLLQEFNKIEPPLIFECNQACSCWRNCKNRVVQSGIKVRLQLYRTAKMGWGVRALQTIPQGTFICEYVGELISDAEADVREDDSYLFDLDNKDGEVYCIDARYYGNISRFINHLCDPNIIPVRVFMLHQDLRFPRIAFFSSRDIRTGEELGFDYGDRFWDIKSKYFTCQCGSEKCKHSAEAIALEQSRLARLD
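G9a (20 nM) was preincubated 15 min with compound, then reacted 2 h at room temperature with 500 nM biotin-H3K9 peptide and 20 µM SAM. Monomethyl-H3K9 detected by AlphaScreen using anti-H3K9me1 antibody.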
JMJD2A Tudor inh – qHTS Assay for Inhibitors of JMJD2A-Tudor Domain; AlphaScreen JMJD2A-Tudor / H3K4me3 peptide binding; Potency, µM (top dose mostly 114 µM), for inactives: at the highest dose activity change, negative = inhibition, most hits filed as inhibitors; 390,000 tested, 4.4% active; note: % is set by controls: 0 for no effect and ±100 for the full control effect; nearly all actives have a fitted effect of over 50% in size
BLM helicase inh – qHTS Assay for Inhibitors of Bloom's syndrome helicase (BLM); AID 2528, 2010; 350,000 tested, 0.2% active; recombinant BLM DNA unwinding, fluorescence dequenching; RecQ-like DNA helicase BLM (Homo sapiens), P54132; Potency, µM (titrated, usually from 56.1 µM), for the others: at the top dose activity change, negative = inhibition, hits mostly inhibitors;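 note: plate controls were vehicle for no effect and no enzyme for full effect; nearly all actives have a fitted effect of over 35% in size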
POLI inh – qHTS for Inhibitors of Polymerase Iota | Pol iota fluorescent replication assay, 10 min | Potency, µM (doses to about 115 µM), inactives show at the top dose activity, negative = inhibition, hits mostly inhibitors | 390,000 tested, 1% active
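Fluorescent replication assay read twice, at 0 min and 10 min after adding 50 nM (final) substrate. Enzyme (10 nM) and compounds were first incubated 15 min at room temperature; enzyme-free buffer wells were negative controls.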
* hit, by the source's call; i = inactive; u = inconclusive; x = not tested or not shown; & = joins results of further samples; [ ] = dose if it differs, or a comment. Unless noted, calls come from the whole dose curve; as a rule, active = well fitted curve in the direction sought with a large enough effect; inconclusive = small, poorly fitted or top-dose-only effect, or another doubt; inactive = no such curve, though single readings can be large; an effect the other way counts as inactive or inconclusive. Potency is the fitted concentration of half-maximal effect. Not all compounds are listed; count on the stated rates, not on these rows.

SMILES | GLS inh | BAZ2B inh | HP1b binding inh | Pin1 inhibitor | Tb PGK inh | G9a block | JMJD2A Tudor inh | BLM helicase inh | POLI inh
CC(=O)c1cc(-c2ccccc2)n(CCC(=O)NCc2ccc(C)cc2)c1C | 5.9% | 1.0% | 31.8% | -3.9% | -0.5% | 2.1%[59 µM] | -9.6% | -1.4% | 1.1%
O=C(NC(=S)Nc1ccccc1)c1cncc(C#Cc2ccccc2)c1 | 5.4% | -0.4% | -5.2% | 0.2% | 0.4% | 44.3%[59 µM] | -14.9% | -4.7% | 19.6%
O=C(NCc1ccc(Cl)cc1Cl)C(=O)N1CCCCC1 | -7.3% | 9.4% | 21.9% | -2.0% | -8.9% | 9.5%[59 µM] | -12.8% | -1.0% | 11.0%
CC1(C)CC(=O)C2=C(C1)Nc1ccccc1NC2c1ccccn1 (configuration not stated) | 37.1%[activator] | -24.4% | 5.9% | -4.1% | 1.8% | -20.6%[59 µM] | -7.7% | 0.4% | 3.3%
COc1cc(C(=O)Nc2scc(-c3ccccc3)c2C(=O)O)cc(OC)c1OC | 17.3% | 0.2% | 27.5% | -7.8% | i | x | -18.2% | -6.6% | 20.1%
CC(C)(C)NC(=O)C(c1ccncc1)N(C(=O)CNC(=O)c1ccco1)c1ccc2c(c1)OCO2 (configuration not stated) | 3.2% | -35.6% | 32.0%[activator] | -5.3% | 3.9% | 6.7%[59 µM] | -5.7% | -3.1% | u
CC(=O)Nc1ccc(S(=O)(=O)Nc2ccc3c(c2)OCO3)cc1 | 15.9% | -3.6% | 15.9% | 2.4% | -4.8% | 8.8% | -6.1% | -7.1% | 36.0%[activator]
COc1cc(NS(=O)(=O)c2ccc(C)c(C)c2)c(OC)cc1Cl | 2.7% | -2.2% | 17.9% | -5.7% | -1.1% | u | -11.2% | -13.2% | -3.3%
CCN(C(=O)CSc1ccc2ccccc2n1)C1CCCCC1 | 1.0% | x | 82.4%[activator] | -5.2% | 0.3% | x | 14.6% | x | 10.7%
CC1(O)CC2CC1C(C(=O)O)C2C(=O)O (configuration not stated) | -1.0% | x | 11.0% | -10.2% | 3.8% | x | -19.4% | x | 14.1%
CN1CCN(c2ccc(NC(=O)c3ccc(C(F)(F)F)cc3)cn2)CC1 | -14.4% | -20.3% | -6.3% | -1.0% | -9.5% | -34.0% | -6.2% | -0.2% | -20.7%
Cc1ccc(/C=N/NC(=O)c2cc3ccccc3cc2O)o1 | 0.4% | -28.4% | 9.2% | u | -8.5% | u | u | -5.9% | 50.1µM*
CC(C(=O)Nc1ccc(F)c(F)c1F)N(C)CC(=O)Nc1ccccc1Br (configuration not stated) | 0.2% | 4.9% | 45.5%[activator] | -1.5% | -2.8% | 34.1%[activator][59 µM] | -4.2% | 3.8% | 42.7%[activator]
CC(=O)c1ccc(NC(=O)Cn2ncc3c(C)n(Cc4ccc(F)cc4)c(C)c3c2=O)cc1 | -9.4% | 1.7% | -2.3% | 11.1% | 0.6% | -3.9%[59 µM] | -25.8% | -3.2% | 9.9%
O=C(CN1C(=O)c2cccc3cccc1c23)Nc1ccccc1C(=O)NCc1ccco1 | -2.7% | x | 52.1%[activator] | -0.5% | -0.4% | x | 1.2% | x | -1.1%
CC1(c2nnc(-c3ccccc3)o2)CC(c2cccnc2)=NO1 (configuration not stated) | 1.2% | -1.6% | 19.8% | -1.3% | -6.0% | 8.3%[12.7 µM] | -26.8% | -5.4% | u
CCC(C)(CCNC(=O)Cc1ccccc1)c1ccccc1OC (configuration not stated) | 3.0% | 10.5% | 54.1%[activator] | -2.2% | -0.9% | 8.5% | 9.1% | -3.2% | 16.4%
Cc1c(NC(=O)CN2CCN(c3ccc([N+](=O)[O-])cc3)CC2)c(=O)n(-c2ccccc2)n1C | -5.2% | -21.3% | 24.0%[57 µM] | 8.0% | i | 0.9% | -4.1% | -3.6% | 57.4%[activator]
COc1cc(/C=N/NC(=O)CCN2CCN(c3ccccc3)CC2)cc(OC)c1OC | -0.8% | -6.5% | 14.4% | 2.5% | -2.3% | -15.1%[59 µM] | -11.1% | -1.4% | 28.3%
COCCNC(=O)Cn1c(=O)n(Cc2ccc(C(=O)NCCc3ccc(OC)c(OC)c3)cc2)c(=O)c2ccccc21 | 11.2%&4.8% | 5.0%&-2.1% | 27.2%&-5.7% | -1.3%&2.6% | 3.2%&-10.9% | -3.7% | 2.8%&-13.7% | 0.2%&3.4% | 112.2%&-4.2%[activator]
Cc1ccc(CN2C(=O)c3ccccc3C2C(=O)NCc2cccnc2)cc1 (configuration not stated) | -0.8% | 3.0% | 34.1%[activator] | -2.8% | -4.9% | 4.4% | -34.5% | -8.3% | 18.2%
CC1CCCCC1NC(=O)Cn1c(CN2CCCCC2)nc2ccccc2c1=O (configuration not stated) | 14.6% | -5.3% | 19.1% | 10.8% | -7.0% | -25.2%[59 µM] | -20.2% | -7.8% | -6.0%
Cn1nc(-c2ccccc2)c(CO)c1Sc1ccccc1 | 2.5% | 2.2% | 15.9% | 0.2% | i | 7.2% | -10.0% | -7.4% | 63.2%[activator]
Cc1nc(N2CCCCC2C)c2c(C)c(C(=O)Nc3ccccc3C(F)(F)F)sc2n1 (configuration not stated) | -7.2% | 0.7% | 84.4%[activator] | 3.5% | -6.8% | -7.8% | 10.3% | -8.3% | -27.0%
O=C(O)c1cccc(NC(=O)C2CC(=O)N(Cc3ccccc3)C2)c1 (configuration not stated) | 9.7% | -2.5% | 49.0%[activator] | -0.6% | 0.6% | -8.6%[59 µM] | -11.2% | -0.3% | 11.1%
CCCCNC(=O)CC(=O)Nc1ccccc1C(=O)O | -2.0% | -12.2% | 55.4%[activator] | -0.2% | 8.3% | -42.1% | -4.7% | -1.5% | 13.0%
CCOc1ccc(N2CC(c3nc4ccccc4n3CCCOc3ccccc3)CC2=O)cc1 (configuration not stated) | -4.8% | -20.5% | 37.6% | -4.4% | -6.8% | -18.5%[59 µM] | -20.8% | -7.9% | 20.1%
c1ccc2sc(Sc3ncnc4sccc34)nc2c1 | -0.4% | 10.7% | 58.1%[activator] | 0.8% | -6.0% | -9.2%[59 µM] | 7.0% | -4.7% | 2.3%
CC(C)(C)NC(=O)c1cnn2c(C(F)F)cc(-c3ccccc3)nc12 | -5.0% | 5.2% | 63.1%[activator] | -2.6% | -8.1% | 1.2%[59 µM] | -5.5% | -1.6% | 24.9%
CCCc1cc(=O)[nH]c(SCC(=O)N2CCCc3ccccc32)n1 | -21.9% | 1.5% | -8.7% | -2.6% | -11.9% | 10.1% | u | 2.0% | 102.7%[activator]

Shown tab-delimited: five of the compounds above
SMILES	GLS inh	BAZ2B inh	HP1b binding inh	Pin1 inhibitor	Tb PGK inh	G9a block	JMJD2A Tudor inh	BLM helicase inh	POLI inh
CCCCNC(=O)CC(=O)Nc1ccccc1C(=O)O	-2.0%	-12.2%	55.4%[activator]	-0.2%	8.3%	-42.1%	-4.7%	-1.5%	13.0%
CCOc1ccc(N2CC(c3nc4ccccc4n3CCCOc3ccccc3)CC2=O)cc1 (configuration not stated)	-4.8%	-20.5%	37.6%	-4.4%	-6.8%	-18.5%[59 µM]	-20.8%	-7.9%	20.1%
c1ccc2sc(Sc3ncnc4sccc34)nc2c1	-0.4%	10.7%	58.1%[activator]	0.8%	-6.0%	-9.2%[59 µM]	7.0%	-4.7%	2.3%
CC(C)(C)NC(=O)c1cnn2c(C(F)F)cc(-c3ccccc3)nc12	-5.0%	5.2%	63.1%[activator]	-2.6%	-8.1%	1.2%[59 µM]	-5.5%	-1.6%	24.9%
CCCc1cc(=O)[nH]c(SCC(=O)N2CCCc3ccccc32)n1	-21.9%	1.5%	-8.7%	-2.6%	-11.9%	10.1%	u	2.0%	102.7%[activator]

Additional records follow:
SMILES | GLS inh | BAZ2B inh | HP1b binding inh | Pin1 inhibitor | Tb PGK inh | G9a block | JMJD2A Tudor inh | BLM helicase inh | POLI inh
O=C(Nc1cc(C(=O)N2CCOCC2)cc(C(=O)N2CCOCC2)c1)c1cc(F)c(F)cc1Cl | -5.8% | 0.4% | 12.9% | 3.0% | -2.7% | 12.4%[59 µM] | -10.5% | -0.5% | 14.0%
Cc1c(N)cccc1-n1cccc1 | -6.7% | -34.0% | 20.4% | 3.8% | -9.6% | u | -26.6% | -0.7% | 99.3%[activator]
COc1ccc(NC(=O)CS(=O)(=O)c2cn(CC(=O)N3CCOCC3)c3ccccc23)cc1 | 9.0% | x | 25.3% | 1.6% | 5.9% | -49.8% | 2.8% | -10.9% | 1.1%
CC[n+]1ccc(C)c2cc(P(=O)(c3ccccc3)c3ccccc3)ccc21 | -3.6% | 44.7µM* | u | -0.2% | -8.4% | u | u | -4.2% | -13.2%
O=C(CC1CCCC1)Nc1ccc(Br)cc1 | 7.5% | 24.4% | 29.8% | u | 6.7% | -5.9% | 29.8% | 0.2% | 48.8%[activator]
O=C(CSC1=NCCS1)c1ccc(Cl)cc1 | 2.8% | x | 46.3%[activator] | 4.2% | -4.8% | -46.6% | -3.8% | 1.0% | 99.1%[activator]
OCCN(CCO)CC(O)Cn1c2ccccc2c2ccccc21 (configuration not stated) | 22.6% | 8.7% | 59.3%[activator] | -3.0% | -3.6% | u | u | 33.9%[activator] | -20.7%
CCOC(=O)Cc1csc(NC(=O)CSc2nc3cccnc3n2CC)n1 | 2.8% | -1.4% | 15.2% | -6.7% | -8.7% | u | -7.9% | -4.3% | 0.6%
